TRPV1 ag: human TRPV1 agonism | Q8NER1 | TRPV1-expressing cells, Fluo-8 calcium influx, agonist mode | activation, % at 8.33 µM | hit rate 0.19% among 320,000 | AID 540275; in the data active means activation above about 80%; inconclusive means between about 30% and that limit; further: 0% is about no effect
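Cells expressing TRPV1 were dye-loaded with Fluo-8 and read kinetically: 10 s baseline, 3 min after compound (agonist portion), then 2 min after EC20 capsaicin (allosteric enhancer portion). Calcium-bound dye fluorescence at 480/520 nm.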
USP2a block: inhibitors of human ubiquitin-specific protease USP2a; AID 463254; USP2 core, Ub-CHOP2 coupled fluorogenic reporter, 485/531; O75604; Potency, µM (series often up to 38.3 µM), for the others: at the highest dose activity change, negative = inhibition, usual class: inhibitors; hit rate 0.01% among 330,000;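 further: potency means the concentration at half of the fitted maximal effect; plate controls were DMSO wells for no effect and full inhibition by NEM control for full effect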
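Deubiquitinase activity read as fluorescence (485/531 nm) after Ub-CHOP2 cleavage activates the enterokinase reporter on its substrate; USP2 core 10nM, Ub-CHOP2 and substrate 25nM each, 30min compound preincubation then 60min RT; data normalized to NEM, curves fitted.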
TCR act: activators of T cell receptors. Potency, µM (highest dose often 9.22 µM), without a hit: top-dose activation of IL-2 secretion, actives largely listed as activators. 330,000 tested, under 10 active. primary human leukocytes, anti-CD3, IL-2 HTRF, 48 h; further: % of control where 0% means no effect
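IL-2 produced over 48 hr by a-CD3 bead-stimulated primary human leukocytes exposed to compounds was detected with a homogeneous time-resolved FRET immunoassay, 665nm acceptor signal after 320nm excitation.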
hERG WT inh: blocks the wildtype human KCNH2 potassium channel. AID 720551. activity change, % at 1.84 µM. hit rate 0.37% among 340,000. U2OS, BacMam KCNH2, thallium flux FluxOr; hits give low values;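 active means maximum activity change below -70%; inconclusive means maximum activity change between -70% and -50%; inactive means maximum activity change above -50%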; further: on the % scale 0 is the no-effect control and ±100 the full control effect
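U2OS cells were transduced with wild-type KCNH2 virus (2.03 x 10^8 / mL) for 4 h at room temperature, then cultured overnight at 37 C. Thallium flux was read with FluxOr dye. Rate constants were normalized to DMSO controls.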
AT treatment: potential ataxia-telangiectasia treatments restoring KAP-1 phosphorylation; […] A-T fibroblasts, KAP-1 phosphorylation AlphaLISA; neocarzinostatin DNA damage 30 min before lysis; Potency, µM (top dose mostly 57.5 µM), without a hit: top-dose activation, usual class: activators; hit rate 0.19% among 320,000; AID 485349; further: potency means the concentration at half of the fitted maximal effect; % of control where 0% means no effect; nearly all actives have a fitted effect of over 45% in size
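ATM-like activity read as KAP-1 phosphorylation via AlphaLISA donor/acceptor antibody pairs after lysis and 6 hr at 25C. Cells were ATM-null patient fibroblasts ([…], hTERT), dosed 60 min, then exposed to the DSB inducer NCS for 30 min.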
KCNH2 3.1 block: inhibitors of human KCNH2 3.1 potassium channel isoform. U2OS KCNH2 3.1, thallium flux FluxOr; hits give low values. activity change, % (tested at about 1.8 µM). hit rate 0.95% among 340,000. AID 720553;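 active means maximum activity change below -70%; inconclusive means maximum activity change from -70% to -50%; inactive means maximum activity change above -50%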;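 further: thallium influx rate constant from kinetic fluorescence after stimulation buffer; on the % scale 0 is the no-effect control and ±100 the full control effect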
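FluxOr-based Tl+ influx in U2OS cells transduced with KCNH2 3.1 virus; rate constants normalized to DMSO controls.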
Mito fusion act: inhibitors of mitochondrial division or activators of mitochondrial fusion | S. cerevisiae fusion-defective mutant growth rescue, CellTiterGlo 48 h | hit rate 0.23% among 320,000 | Potency, µM (titrated, usually from 46.1 µM), inactives show at the highest dose growth rescue (activation), hits mostly activators;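 further: potency means the concentration at half of the fitted maximal effect; % of control where 0% means no effect; nearly all actives have a fitted effect of over 45% in size; temperature-sensitive fusion mutants such as fzo1-1 at 37 °C on non-fermentable ethanol glycerol medium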
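Read-out: ATP-based luminescence (CellTiterGlo, 10 min ambient) reporting growth of fusion-defective ts yeast after 48 hours at 37C on glycerol/ethanol YPEG medium in the presence of compound.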
Eya2 phos inh: blocks the phosphatase activity of human Eya2 | AID 488837 | O00167 | recombinant Eya2, OMFP fluorescence dephosphorylation (OMFP is methylfluorescein phosphate) | hit rate 0.006% among 330,000 | Potency, µM (doses to about 76.9 µM), without a hit: at the top dose activity, negative = inhibition, actives largely listed as inhibitors; further: potency means the concentration at half of the fitted maximal effect; on the % scale 0 is the no-effect control and ±100 the full control effect
Target sequence (O00167 whole entry, looked up): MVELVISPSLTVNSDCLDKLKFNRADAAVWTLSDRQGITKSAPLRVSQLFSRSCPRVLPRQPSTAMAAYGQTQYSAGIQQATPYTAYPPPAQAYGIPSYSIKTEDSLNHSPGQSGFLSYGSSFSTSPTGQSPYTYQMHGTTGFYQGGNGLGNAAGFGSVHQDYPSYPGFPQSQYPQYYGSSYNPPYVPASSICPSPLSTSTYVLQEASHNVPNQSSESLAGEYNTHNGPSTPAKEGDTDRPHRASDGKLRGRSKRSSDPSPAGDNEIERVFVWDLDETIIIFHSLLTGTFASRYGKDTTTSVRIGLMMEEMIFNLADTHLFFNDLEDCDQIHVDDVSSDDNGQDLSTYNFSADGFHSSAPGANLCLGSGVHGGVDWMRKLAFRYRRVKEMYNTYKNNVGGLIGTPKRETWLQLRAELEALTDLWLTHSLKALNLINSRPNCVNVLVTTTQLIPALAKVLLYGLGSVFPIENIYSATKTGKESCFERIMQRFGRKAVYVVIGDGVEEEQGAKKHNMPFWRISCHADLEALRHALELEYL
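Eya2 (0.2 uM) preincubated 10 min at ambient with compound, then OMFP substrate added at 50 uM; 10 min reaction in 50 mM HEPES pH 7.5, 50 mM NaCl, 5 uM MgCl2, 0.05% BSA, 1 mM DTT. Fluorescence read at Ex 485/Em 525 nm.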
TSHR antag: human thyrotropin receptor antagonism; P16473; TSHR-expressing cells, TSH-stimulated cAMP HTRF, 2 h; hits give low values; activity change, negative = inhibition, % at 11.5 µM; hit rate 0.2% among 330,000;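 active means activity change below a set negative limit, meaning inhibition stronger than a set level, cut at about -70% in these data; inconclusive means activity change between two set negative limits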; further: on the % scale 0 is the no-effect control and ±100 the full control effect
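TSHR-expressing cells were treated with compounds, then stimulated with TSH at EC80 (4nM final) for 2 hours at 37 deg C. Cellular cAMP was measured by HTRF competition between lysate cAMP and cAMP-d2 for a cryptate-labelled anti-cAMP antibody.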
ELG1 repair inh: inhibitors of ELG1-dependent DNA repair in HEK293T cells | HEK293T ELG1-luciferase reporter, luminescence, 16 h; DNA damage induced by 5-fluorouridine | Potency, µM (top dose mostly 46.1 µM), for inactives: at the top dose activity change, negative = inhibition, hits mostly inhibitors | hit rate 2.3% among 330,000 | AID 504467; further: potency means the concentration at half of the fitted maximal effect; on the % scale 0 is the no-effect control and ±100 the full control effect; nearly all actives have a fitted effect of over 55% in size
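Quantitative HTS, concentration-response format. 2,000 cells/well co-treated with 5-fluorouridine and compound, 16 hr in 5% CO2 at 37 °C; ONE-Glo luminescence read after 30 min.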
Starred values were filed as active, the others as inactive; i = inactive; ? = inconclusive; nt = not tested or not shown; & = joins results of further samples; [ ] = remark or other dose. Unless noted, the call rests on the fitted dose curve; in most records, active means well fitted curve in the direction sought with a large enough effect; inconclusive means small, poorly fitted or top-dose-only effect, or another doubt; inactive means no such curve, though single readings can be large; an effect the other way counts as inactive or inconclusive. An excerpt (hit frequency here may not be typical).

Structure,TRPV1 ag,USP2a block,TCR act,hERG WT inh,AT treatment,KCNH2 3.1 block,Mito fusion act,Eya2 phos inh,TSHR antag,ELG1 repair inh
COc1ccc(CN2CCC(C(=O)Nc3ccc(Oc4cccnc4)cc3)CC2)cc1,5,-1%,4%,19,15%,nt,-6%,-1%,-1,-3%
COc1cc(C(C)=O)ccc1O,1,0%,6%,0,9%,-9,-1%,10%,-3,12%
O=C(NC1CCCCC1)c1cc(-c2ccc(O)cc2)on1,12,3%,4%,21,3%,17,3%,5%,-3,?
CCC(C)(C)C1CCC2(CC1)NC(=O)N(CC(=O)Nc1nc(-c3ccc(C)cc3)cs1)C2=O (centres undefined),0,0%,0%,-1,-3%,-13,-3%,15%,1,?
CCc1ccc(NC(=O)C2CCCN(S(=O)(=O)c3cccs3)C2)cc1 (centres undefined),?,0%,-2%,-6,-1%,0,0%,-8%,-4,-21%
COCCNCCOCCOc1cccc(OC)c1,-1,0%,-6%,4,-2%,8,-3%,19%,-4,-5%
CCOC(=O)CN1C(=O)NC2NC(=O)NC21 (centres undefined),-1,0%,-187%,-4,33%,-9,-1%,-2%,2,5%
C#CCOCCOCCOCCNc1nc(N2CCN(C(=O)Cn3cc(CCCN=C(N)N)nn3)CC2)nc(N2CCN(C(=O)[C@H](CCCCN)n3cc(CCC(=O)O)nn3)CC2)n1,3,1%,-5%,5,17%,57,-7%,-3%,4,-1%
CCCCCC(=O)N/N=C/c1ccccc1[N+](=O)[O-],9,-2%,10%,4,-7%,-24,-8%,-6%,-3,?
CCOC(=O)COc1ccc2c3c(c(=O)oc2c1)CCCC3,5,-1%,-2%,-6,1%,-4,0%,2%,-6,15%
Cc1ccc(N2C(=O)Nc3ccc(Br)cc3C2(O)C(=O)NCCCN(C)C)cc1C (centres undefined),-2,2%,-3%,-16,2%,-3,3%,-42%,-4,14%
CC(=O)c1cc(C)ccc1OC(=O)c1cccnc1,-2,-1%,-6%,5,0%,14,-3%,-23%,-3,0%
CC(C)CNS(=O)(=O)c1ccc2c(c1)OCCO2,1,4%,-6%,0,1%,-3,1%,-13%,3,-3%
CCn1c(=O)c(=O)[nH]c2cc(C(=O)N3CCN(Cc4ccc5c(c4)OCO5)CC3)ccc21,-2,0%,0%,-3,3%,1,0%,0%,9,-6%
O=C(CSc1nc2ccccc2s1)Nc1ccc(C(=O)O)cc1,5,-1%,-5%,3,0%,-7,0%,13%,-15,7%

Next part
Structure,TRPV1 ag,USP2a block,TCR act,hERG WT inh,AT treatment,KCNH2 3.1 block,Mito fusion act,Eya2 phos inh,TSHR antag,ELG1 repair inh
COC(=O)N1CCN(c2ccc(C)cc2)C(C)C1 (centres undefined),?,3%,1%,-14,6%,-5,2%,0%,4,13%
COc1cc([N+](=O)[O-])ccc1NC(=O)Nc1ccc(C(=O)N2CCCC2)cc1,-5,4%,2%,1,-3%,-2,3%,2%,11,3%
COc1ccc(NC(=O)COC(=O)CC2CC3CCC2C3)c([N+](=O)[O-])c1 (centres undefined),15,3%,-1%[46.1 µM],-19,-1%,-16,7%,-10%,0,4%
Cc1ccc(S(=O)(=O)CCC#N)cc1,0,2%,-3%,-11,-9%,9,-2%,-5%,5,-16%
CN(CC1CCN(CCc2cccc(C(F)(F)F)c2)CC1)C(=O)c1ccccc1,0,0%,-20%,36,2%,-31,0%,-1%,-4,5%
Cc1cc(C(=O)Nc2nccs2)c2cc(F)ccc2n1,2,4%,-1%,1,-2%,8,-2%,12%,15,-5%
CCOc1ccc(CCNC(=O)CCCn2c(=O)c3cccn3c3cccnc32)cc1OCC,2,4%,-7%,-8,-3%,12,4%,2%,-4,?
COc1ccc(-c2cc3nc4ccccc4n3c(N)c2C#N)cc1,nt,0%,-4%,-13,10%,-7,0%,-3%,-13,?
O=C(Nc1cccc(S(=O)(=O)N2CCCCC2)c1)c1cc2ccccc2o1,?,1%,8%,3,16%,-6,12%,-13%,-14,?
Cc1ccc(N2C(=O)N3[C@H](c4ccc(F)cc4)[C@@H]4C(=O)N(C5CCCCC5)C(=O)[C@@H]4[C@]3(C)C2=O)cc1,-1,-4%,1%,10,2%,25,-1%,-6%,-1,5%
NC1=NS(=O)(=O)NC1c1ccc(Br)cc1 (centres undefined),-2,4%,6%,1,3%[11.5 µM],-8,-9%,-6%,0,4%
Cn1nc(C(F)(F)F)cc1Oc1ncc(C(F)(F)F)cc1Cl,8,5%,4%,1,4%,0,26%,-1%,0,2%
Cc1ccc(C(=O)CSc2nnc(COc3ccccc3)o2)cc1,27,3%,3%,9,14%,-10,21%,-13%,-7,1%
CCCCC(=O)Nc1ccc(NC(=O)c2ccc(C)c([N+](=O)[O-])c2)cc1OC,2,7%,-4%[46.1 µM],21,4%,-13,3%,-3%,-1,?
O=S(=O)(NCc1cn2ccccc2n1)c1cccs1,4,1%,-2%,3,5%,10,1%,-4%,8,?

Following part.
Structure,TRPV1 ag,USP2a block,TCR act,hERG WT inh,AT treatment,KCNH2 3.1 block,Mito fusion act,Eya2 phos inh,TSHR antag,ELG1 repair inh
Cc1cc2n(n1)C(c1cn(-c3ccccc3)nc1C)Nc1c(C)cccc1-2 (centres undefined),-1,-6%,-11%[46.1 µM],3,2%,-10,6%,-9%,29,-3%
O=C1c2cccnc2C(=O)N1c1ccccc1-c1ccccc1,nt,1%,-2%,-7,7%,17,-2%,-11%,1,5%
COC(=O)c1ccc(CSc2nnc3ccccn23)o1,-4,-1%,-2%,-14,-14%,12,-1%,7%,-3,12%
O=C(CN1CCN(Cc2ccccc2)CC1)c1c[nH]c2ccccc12,-3,-1%,-1%,27,-3%,-22,0%,5%,6,-7%
O=[N+]([O-])c1ccc2c(c1)nnn2-c1ccccc1,6,1%,1%,-4,9%,20,0%,4%,-7,7%
CCOc1ccc(C2C3=C(CCCC3=O)N(CC(=O)O)C3=C2C(=O)CCC3)cc1,-7,0%,-1%,-2,24%,0,3%,-1%,38,-3%
COc1ccc(N(CC(=O)NCc2ccccc2)C(=O)Cn2nnc(-c3ccccc3F)n2)cc1OC,-1,1%,13%,i,-3%,4,3%,-10%,-7,?
O=C(Cc1ccsc1)NCC(=O)Nc1ccccc1Br,nt,3%,11%,5,10%,-6,nt,6%,nt,0%
O=C(CNC(=O)c1ccco1)OCc1ccc(Cl)cc1,15,1%,-4%,5,5%,-4,-6%,4%,2,6%
CC(C)(C)NC(=O)COC(=O)c1nsc(Cl)c1Cl,-2,0%,9%[46.1 µM],-6,nt,3,-4%,-7%,14,-7%
Cc1nn(-c2ccc(N3CCCCC3)nn2)c(C)c1CCC(=O)Nc1ccc(F)c(F)c1,1,-4%,12%,-8,-4%,-14,0%,-3%,0,?
O=C(c1cccc(S(=O)(=O)N2CCOCC2)c1)N(Cc1ccc(F)cc1)Cc1ccco1,15,4%,-6%,42,7%,-135*,-1%,-2%,-9,-21%
Cc1ccc(OCC(=O)N2CCN(S(=O)(=O)c3ccc(Cl)s3)CC2)cc1C,?,2%,-3%,-3,3%,-18,7%,-5%,15,-14%
CCc1noc(C)c1C(=O)N(C)CC(=O)Nc1ccc(Br)cc1C,7,2%,-1%,5,-6%,2,2%,1%,4,3%
CC[C@@H](C)[C@H](NC(=O)Cc1c(C)c2c(cc(C)c3c(C)coc32)oc1=O)C(=O)O,11,2%,1%,-1,-3%,-34,-3%,-3%,-5,4%

The final 2 compounds of the section before come first, to join the parts:
Structure,TRPV1 ag,USP2a block,TCR act,hERG WT inh,AT treatment,KCNH2 3.1 block,Mito fusion act,Eya2 phos inh,TSHR antag,ELG1 repair inh
CCc1noc(C)c1C(=O)N(C)CC(=O)Nc1ccc(Br)cc1C,7,2%,-1%,5,-6%,2,2%,1%,4,3%
CC[C@@H](C)[C@H](NC(=O)Cc1c(C)c2c(cc(C)c3c(C)coc32)oc1=O)C(=O)O,11,2%,1%,-1,-3%,-34,-3%,-3%,-5,4%
Cc1ccc(CNC(=O)c2cccnc2Sc2cccc(Cl)c2)cc1,nt,-5%,6%,-5,1%,-2,5%,-26%,44,?
COc1ccc(N2CC(C(=O)N3CCN(C(=O)c4ccco4)CC3)CC2=O)cc1 (centres undefined),0,3%,8%,49,-8%,?,-3%,-2%,22,16%
COC(=O)c1ccccc1NC(=O)CSc1nc(N)cc(=O)[nH]1,1,0%,5%,6,2%,-8,7%,-19%,5,19%
Cc1cccc(NC(=S)NCCN(C2CCCCC2)C2CCCC2)c1,28,-6%,11%,20,-1%,?,10%,-8%,-3,?
O=C(NCC1CCCO1)NC1(C(F)(F)F)Oc2ccccc2O1 (centres undefined),4,1%,1%,6,-3%,-12,-2%,-6%,4,-13%
O=C(O)CSc1cccc2cccnc12,-1,-1%&0%,5%&2%,-1&-1,-21%&8%,-11&8,-3%&0%,-1%&6%,13&-2,?
Cc1ccc(NC(=O)c2ccco2)c(NC(=O)CN2C(=O)c3ccccc3C2=O)c1,-2,3%,-3%,3,-1%,-5,-4%,-4%,-2,?
